Menin MLL FP TR – inhibitors of human menin-MLL interaction, mutant MLL peptide. O00255. Menin + Texas Red MLL mutant peptide, fluorescence polarization. Potency, µM (titrated, usually from 61.6 µM), for the others: at the highest dose FP activity change, negative = inhibition, most hits filed as inhibitors. actives 0.23% (n = 270,000); active means well fitted inhibition curve with a large enough effect in the polarisation, with a control signal flat, not every such curve was filed as active; inconclusive means small, poorly fitted or top-dose-only effect, or effect the other way, or a change in a side signal; inactive means no such curve, though single readings can be large or run the other way; the % refers to the polarisation; further: potency means the concentration at half of the fitted maximal effect; % of control where 0% means no effect; many of its hits are not listed in these tables
Eya2 inh – Eya2 (human) phosphatase inhibition | recombinant Eya2, OMFP fluorescence dephosphorylation (OMFP is methylfluorescein phosphate) | Potency, µM (series often up to 76.9 µM), inactives show at the highest dose activity, negative = inhibition, actives largely listed as inhibitors | actives 0.006% (n = 330,000) | AID 488837; further: potency means the concentration at half of the fitted maximal effect; on the % scale 0 is the no-effect control and ±100 the full control effect
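Eya2 (0.2 uM) preincubated 10 min at ambient with compound, then OMFP substrate added at 50 uM; 10 min reaction in 50 mM HEPES pH 7.5, 50 mM NaCl, 5 uM MgCl2, 0.05% BSA, 1 mM DTT. Fluorescence read at Ex 485/Em 525 nm.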
MBNL1-CUG inh – MBNL1-poly(CUG) RNA binding inhibition; Q9NR56; TR-FRET MBNL1-His/biotin-(CUG)12 binding, 665/545 ratio; Potency, µM (titrated, usually from 57.5 µM), for the others: at the top dose activity change, negative = inhibition, hits mostly inhibitors; actives 0.036% (n = 280,000); active means well fitted inhibition curve with a large enough effect in the signal ratio, with a control signal flat, not every such curve was filed as active; inconclusive means small, poorly fitted or top-dose-only effect, or effect the other way, or a change in a side signal; inactive means no such curve, though single readings can be large or run the other way; the % refers to the signal ratio; further: potency means the concentration at half of the fitted maximal effect; on the % scale 0 is the no-effect control and ±100 the full control effect
Target sequence (Q9NR56 whole entry, looked up): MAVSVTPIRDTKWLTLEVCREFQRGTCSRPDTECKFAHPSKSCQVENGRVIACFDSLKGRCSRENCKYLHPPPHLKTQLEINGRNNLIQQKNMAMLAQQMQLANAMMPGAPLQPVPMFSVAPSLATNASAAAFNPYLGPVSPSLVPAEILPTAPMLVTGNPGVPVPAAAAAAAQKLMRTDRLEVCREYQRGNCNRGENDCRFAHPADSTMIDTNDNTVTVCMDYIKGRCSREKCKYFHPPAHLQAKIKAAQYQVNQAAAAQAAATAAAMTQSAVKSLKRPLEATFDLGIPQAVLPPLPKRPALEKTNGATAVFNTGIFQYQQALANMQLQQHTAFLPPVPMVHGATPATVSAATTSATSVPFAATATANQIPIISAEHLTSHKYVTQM
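Compounds (final 92 nM to 58 uM) are added to His-tagged MBNL1 and biotin-(CUG)12, then terbium anti-His antibody and streptavidin-XL665 (5 nM final). After 60 min at room temperature, the 665/545 nm ratio is read.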
PKM2 activator – activators of human pyruvate kinase M2 | Potency, µM (series often up to 57.5 µM), without a hit: top-dose activation, usual class: activators | actives 0.34% (n = 260,000) | purified PKM2, Kinase-Glo ATP luminescence, activation; response scale: 0% is enzyme alone, no compound | P14618; further: potency means the concentration at half of the fitted maximal effect; on the % scale 0 is the no-effect control and ±100 the full control effect; nearly all actives have a fitted effect of over 55% in size
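ATP formation by purified human PK-M2, quantified via coupled luciferase luminescence after 1 h at room temperature with 0.1 mM ADP and 0.5 mM PEP final.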
USP2a inh – inhibitors of human ubiquitin-specific protease USP2a | O75604 | USP2 core, Ub-CHOP2 coupled fluorogenic reporter, 485/531 | Potency, µM (titrated, usually from 38.3 µM), inactives show top-dose activity change, negative = inhibition, hits mostly inhibitors | actives 0.01% (n = 330,000);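 further: potency means the concentration at half of the fitted maximal effect; plate controls were DMSO wells for no effect and full inhibition by NEM control for full effect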
Target sequence (O75604 whole entry, looked up): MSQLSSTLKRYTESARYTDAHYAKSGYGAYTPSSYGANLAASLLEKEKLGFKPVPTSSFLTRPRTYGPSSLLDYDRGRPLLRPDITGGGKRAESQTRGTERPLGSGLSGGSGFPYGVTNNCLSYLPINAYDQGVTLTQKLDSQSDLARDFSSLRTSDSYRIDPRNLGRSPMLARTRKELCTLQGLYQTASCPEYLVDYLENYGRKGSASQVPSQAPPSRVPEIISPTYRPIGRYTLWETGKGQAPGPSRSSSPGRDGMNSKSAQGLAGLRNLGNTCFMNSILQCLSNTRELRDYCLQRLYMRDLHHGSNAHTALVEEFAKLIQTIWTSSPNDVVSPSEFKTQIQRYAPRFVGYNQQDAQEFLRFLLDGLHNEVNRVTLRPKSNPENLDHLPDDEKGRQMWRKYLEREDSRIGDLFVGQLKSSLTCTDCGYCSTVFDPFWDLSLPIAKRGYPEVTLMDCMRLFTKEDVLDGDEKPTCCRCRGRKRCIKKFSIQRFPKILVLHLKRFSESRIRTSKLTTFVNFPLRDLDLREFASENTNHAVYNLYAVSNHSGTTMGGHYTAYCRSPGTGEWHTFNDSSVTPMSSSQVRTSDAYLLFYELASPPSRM
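USP2 core (10nM final) preincubated 30min RT with compound in 20mM Tris-HCl pH 8.0, 2mM CaCl2, 2mM beta-mercaptoethanol, 0.05% CHAPS; 25nM Ub-CHOP2 plus 25nM reporter substrate added, fluorescence (Ex485/Em531) read after 60min.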
ASM inhibitor – blocks human secretory acid sphingomyelinase. P17405. placental ASM, HMU-PC fluorogenic substrate, 60 min. Potency, µM (doses to about 57.5 µM), for the others: at the highest dose activity change, negative = inhibition, most hits filed as inhibitors. actives 0.006% (n = 340,000). AID 504937; further: potency means the concentration at half of the fitted maximal effect
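Fluorescence read-out (Ex 386 nm, Em 447 nm) after stopping the reaction at pH 10. Enzyme: ASM from human placenta; substrate HMU-PC0, 9 uM final; 60 min, 37 °C. Compound preincubation 10 min, ambient temperature.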
Mito fusion act – blocks mitochondrial division or promotes mitochondrial fusion. S. cerevisiae fusion-defective mutant growth rescue, CellTiterGlo 48 h. actives 0.23% (n = 320,000). AID 485298. Potency, µM (titrated, usually from 46.1 µM), for the others: at the highest dose growth rescue (activation), actives largely listed as activators;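 further: potency means the concentration at half of the fitted maximal effect; % of control where 0% means no effect; nearly all actives have a fitted effect of over 45% in size; temperature-sensitive fusion mutants such as fzo1-1 at 37 °C on non-fermentable ethanol glycerol medium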
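Yeast fusion mutant, YPEG (non-fermentable carbon), compound, 48 h at 37C non-permissive; CellTiterGlo added, 10 min RT, luminescence read. Rescued growth = division inhibition.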
Chronic BCR inh – blocks chronic active B-cell receptor signaling; actives 0.05% (n = 340,000); Potency, µM (series often up to 46.1 µM), for the others: at the top dose ratio change, negative = lower green/red ratio, hits mostly inhibitors; ABC-DLBCL IkBa-CBG/CBR reporter, luminescence ratio, 4 h; AID 493014; active means well fitted inhibition curve with a large enough effect in the signal ratio, with a control signal flat, not every such curve was filed as active; inconclusive means small, poorly fitted or top-dose-only effect, or effect the other way, or a change in a side signal; the % refers to the signal ratio;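 further: potency means the concentration at half of the fitted maximal effect; plate controls were basal doxycycline-induced cells for no effect and cells given 10 µM MG132 for full effect; MG132 reads +100%, hits lower the ratio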
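Doxycycline induced both beetle luciferases in TMD8 lymphoma cells; IKK-driven degradation limits the IkappaBalpha-fused green signal, while red luminescence normalises for cell number and nonspecific effects. Compounds tested up to 46 uM, 4 hrs.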
KCNH2 WT inh – KCNH2 (human, wildtype) channel inhibition. AID 720551. activity change, % at 1.84 µM. actives 0.37% (n = 340,000). U2OS, BacMam KCNH2, thallium flux FluxOr; active compounds read low. Q12809;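 active means maximum activity change below -70%; inconclusive means maximum activity change between -70% and -50%; inactive means maximum activity change above -50%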; further: on the % scale 0 is the no-effect control and ±100 the full control effect
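U2OS cells transduced with wild-type KCNH2 virus are loaded with FluxOr dye for 45 min, and thallium flux is measured in kinetic reads before and after stimulation buffer. Rate constants are normalized to DMSO controls.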
GALK inhibitor – inhibitors of human galactokinase; Potency, µM (doses to about 57.5 µM), for the others: at the top dose activity change, negative = inhibition, usual class: inhibitors; Purified GALK, Kinase-Glo residual ATP luminescence; AID 1868; actives 0.007% (n = 270,000); P51570; further: potency means the concentration at half of the fitted maximal effect; on the % scale 0 is the no-effect control and ±100 the full control effect
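Human GALK (5 nM) with 35 uM ATP and 100 uM galactose in 20 mM HEPES pH 8.0, 5 mM MgCl2, 60 mM NaCl, 1 mM DTT, 0.01% BSA. After 1 h at room temperature, leftover ATP was read by Kinase-Glo Plus luminescence.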
TSHR antag – antagonists of human thyroid stimulating hormone receptor. TSHR-expressing cells, TSH-stimulated cAMP HTRF, 2 h; active compounds read low. activity change, negative = inhibition, % at 11.5 µM. actives 0.2% (n = 330,000). AID 504810;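 active means activity change below a set negative limit, meaning inhibition stronger than a set level, cut at about -70% in these data; inconclusive means activity change between two set negative limits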; further: on the % scale 0 is the no-effect control and ±100 the full control effect
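Cell-based HTRF cAMP assay; TSHR cells + compound, TSH EC80 (4nM final), 2 h, 37 deg C. Lysis with anti-cAMP cryptate and cAMP-d2, 30 min RT, read 665/620 nm.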
The depositor's hits bear a star; u = inconclusive; x = no result given. Unless noted, the call rests on the fitted dose curve; in most records, active means well fitted curve in the direction sought with a large enough effect; inconclusive means small, poorly fitted or top-dose-only effect, or another doubt; inactive means no such curve, though single readings can be large; an effect the other way counts as inactive or inconclusive. An excerpt; rates above refer to the full screens.

no. | Molecule | Menin MLL FP TR | Eya2 inh | MBNL1-CUG inh | PKM2 activator | USP2a inh | ASM inhibitor
1 | CC1CCN(C(c2ccc(N(C)C)cc2)c2nnnn2C(C)(C)C)CC1 (stereo not drawn) | -25% | 0% | -8% | 0% | -1% | 0%
2 | COCCNS(=O)(=O)c1cc(Br)ccc1OC | 7% | 3% | -5% | -9% | 3% | 2%
3 | CCNC(=O)CC1C(=O)N(c2ccc(F)cc2)C(=S)N1CCc1ccncc1 (stereo not drawn) | 9% | -13% | x | -2% | 1% | -1%
4 | O=C(Cc1coc2ccc3ccccc3c12)Nc1nccs1 | u | 13% | 12% | 14% | 2% | -22%
5 | O=C(COC(=O)C1CC(=O)N(Cc2ccccc2)C1)Nc1ccccc1F (stereo not drawn) | -17% | -3% | -7% | 1% | 7% | 4%
6 | Cc1c(Cl)cnc(NC(=O)COC(=O)c2ccc(S(=O)(=O)NCc3ccco3)cc2)c1Cl | 19% | 13% | 13% | -1% | 1% | -1%
7 | Cn1nnnc1SCC(=O)NCc1cc([N+](=O)[O-])ccc1O | -1% | 0% | 19% | 2% | 6% | -2%
8 | Cc1ccc(OCC(=O)NN=C2C3CC4CC(C3)CC2C4)cc1 | x | -3% | x | x | 1% | 4%
9 | CCc1ccc(CN2C(=O)c3ccccc3C2C(=O)NCc2cccnc2)cc1 (stereo not drawn) | -16% | -16% | -1% | -7% | 1% | 4%
10 | CC(=O)Nc1nonc1NC(C)=O | 6% | 7% | 11% | -4% | 0% | 8%
11 | CCc1ccccc1NC(=S)N(CCN(C)C)C(C)c1cccnc1 (stereo not drawn) | -13% | -5% | -2% | -15% | 0% | 1%
12 | Cc1ccc(Nc2nc(C(=O)NCC3CCCO3)cs2)cc1 (stereo not drawn) | x | 5% | 2% | 1% | 8% | -2%
13 | Cc1ccccc1C(OCCN(C)C)C1CCCCC1 (stereo not drawn) | -16% | -13% | 1% | 0% | 6% | 2%
14 | CCOC(=O)c1nn(-c2ccccc2)c2nc(Nc3ccccc3)cc(=O)n12 | -3% | 1% | 0% | -1% | 1% | -1%
15 | O=[n+]1cc(-c2ccccc2)n([O-])c2c1CCC2 | 12% | 17% | u | -8% | 1% | 3%

no. | Mito fusion act | Chronic BCR inh | KCNH2 WT inh | GALK inhibitor | TSHR antag
1 | -3% | 1% | 8 | 0% | 6
2 | -4% | 1% | 5 | 1% | -8
3 | 0% | -8% | 1 | 1% | 2
4 | 4% | u | 9 | 0% | -24
5 | -2% | 2% | 25 | 1% | 19
6 | -3% | 6% | 6 | 0% | -12
7 | 2% | u | 18 | -1% | 3
8 | -1% | 2% | -24 | x | 17
9 | -13% | -16% | -10 | -1% | -5
10 | 1% | -1% | -1 | 16% | -2
11 | -1% | -1% | -1 | 2% | 18
12 | -1% | 3% | 1 | 2% | 9
13 | -12% | -1% | -7 | 0% | 13
14 | 2% | 9% | 5 | 1% | 3
15 | -5% | 9% | -4 | -4% | 3

Later entries.
no. | Molecule | Menin MLL FP TR | Eya2 inh | MBNL1-CUG inh | PKM2 activator | USP2a inh | ASM inhibitor
16 | Cc1ccnc(NC(=O)c2ccc(S(=O)(=O)N3CCCCCC3)cc2)c1 | x | -34% | x | x | 0% | -1%
17 | COc1ccc(CNC(=O)CCN2C(=O)c3ccncc3C2=O)cc1OC | x | 14% | u | 0% | -2% | -5%
18 | COc1ccc(/C=N/NC(=O)C(C)n2cnc3ccccc3c2=O)cc1 (stereo not drawn) | 5% | -2% | 1% | -8% | -1% | 0%
19 | CCCCC(CC)CNC(=O)C(=O)c1ccccc1NC(C)=O (stereo not drawn) | -22% | -2% | -1% | 5% | 8% | 7%
20 | CCCCCN(C(=O)CCC(=O)OCc1cccc(C)c1)c1c(N)n(CCCC)c(=O)[nH]c1=O | x | -10% | x | x | 0% | -2%
21 | O=C(Oc1ccc(N(Cc2cccs2)C2=NS(=O)(=O)c3ccccc32)cc1)c1ccccc1Cl | -11% | 8% | 1% | 4% | 3% | -1%
22 | Cc1cc(NCCC(C)C)n2nc(C)c(-c3ccccc3)c2n1 | 4% | -18% | 0% | 6% | 2% | 3%
23 | O=C(CSc1nc2nc3c(cc2c(=O)n1-c1ccccc1)CCCC3)Nc1ccccc1 | 3% | -1% | u | -11% | -1% | 0%
24 | CC(=O)/C(N=Nc1cccc(C(F)(F)F)c1)=C(\C)O | 0% | -1% | 4% | -15% | -2% | -2%
25 | NC(=O)Cc1ccc(C(=O)c2ccccc2)s1 | 15% | u | u | 1% | -5% | 0%
26 | Cc1cc(Cl)ccc1NC(=O)C1COc2ccccc2O1 (stereo not drawn) | 15% | 1% | -6% | -1% | -5% | -1%
27 | CC(=O)c1cc(-c2ccc(F)cc2)n(CC(=O)NCc2cccs2)c1C | x | 0% | 11% | -1% | -2% | 0%
28 | CC(=O)Nc1ccc(S(=O)(=O)Nc2nc3ccccc3s2)cc1 | x | 16% | 0% | -5% | 1% | -2%
29 | Cc1cccc(CN2CCN(C(=O)CN(C)C(C)C(=O)Nc3ccc(C(N)=O)cc3)CC2)c1 (stereo not drawn) | x | -18% | x | x | 2% | 9%
30 | O=C(CSCc1nc2c(nnn2Cc2ccc(F)cc2)c(=O)[nH]1)Nc1cccc(C(F)(F)F)c1 | u | -4% | -7% | 0% | 5% | -5%

no. | Mito fusion act | Chronic BCR inh | KCNH2 WT inh | GALK inhibitor | TSHR antag
16 | 8% | 2% | -9 | x | -6
17 | -2% | -2% | -8 | -3% | -1
18 | -5% | -8% | -10 | -1% | -3
19 | 2% | u | -1 | x | -14
20 | -7% | 3% | -3 | x | -7
21 | -7% | 8% | 7 | 0% | 3
22 | 25% | u | -1 | 0% | -19
23 | 3% | u | -5 | 0% | 6
24 | -2% | 1% | 21 | 8% | 23
25 | -5% | -10% | 36 | 7% | -6
26 | -2% | 8% | -4 | 7% | 44
27 | 0% | 0% | 12 | 2% | 0
28 | -4% | u | -12 | -2% | -2
29 | 2% | -2% | -5 | x | 1
30 | -6% | -5% | -21 | 0% | -9

Retrieved by compound from the list above, 2 records:
no. | Molecule | Menin MLL FP TR | Eya2 inh | MBNL1-CUG inh | PKM2 activator | USP2a inh | ASM inhibitor
12 | Cc1ccc(Nc2nc(C(=O)NCC3CCCO3)cs2)cc1 (stereo not drawn) | x | 5% | 2% | 1% | 8% | -2%
3 | CCNC(=O)CC1C(=O)N(c2ccc(F)cc2)C(=S)N1CCc1ccncc1 (stereo not drawn) | 9% | -13% | x | -2% | 1% | -1%

no. | Mito fusion act | Chronic BCR inh | KCNH2 WT inh | GALK inhibitor | TSHR antag
12 | -1% | 3% | 1 | 2% | 9
3 | 0% | -8% | 1 | 1% | 2

Continued.
no. | Molecule | Menin MLL FP TR | Eya2 inh | MBNL1-CUG inh | PKM2 activator | USP2a inh | ASM inhibitor
31 | CC(=O)Nc1ccc(SCC(=O)OCC(=O)NC(=O)NCc2ccco2)cc1 | 7% | 0% | 11% | 1% | 0% | -2%
32 | CC1(C)Oc2ccc3ccc(=O)oc3c2C[C@H]1O | x | -8% | 3% | 0% | 7% | 7%
33 | COc1ccccc1OCC(=O)Nc1ccc(N2CCOCC2)cc1N1CCOCC1 | x | -22% | x | x | 2% | -2%
34 | O=C(CCc1nc(-c2ccc(Cl)cc2)no1)NCc1ccccc1CN1CCOCC1 | x | -2% | x | x | 1% | 2%
35 | C=CCN1C(=O)C(CC(=O)Nc2ccccc2)N(Cc2ccccn2)C1=S (stereo not drawn) | 1% | -1% | 0% | 12% | 1% | 0%

no. | Mito fusion act | Chronic BCR inh | KCNH2 WT inh | GALK inhibitor | TSHR antag
31 | 0% | u | -7 | 1% | -11
32 | 5% | 1% | 0 | 3% | -2
33 | 0% | u | -11 | x | 10
34 | 0% | 3% | 3 | x | 2
35 | 4% | -5% | -9 | 5% | -7

Screening results (PubChem)
